POLI inh = qHTS for Inhibitors of Polymerase Iota | 390,000 compounds, 1% hits | DNA polymerase iota (Homo sapiens), Q9UNA4 | Pol iota fluorescent replication assay, 10 min | Potency, µM (titrated, usually from 115 µM), for inactives: at the highest dose activity, negative = inhibition, actives largely listed as inhibitors; further: potency means the concentration at half of the fitted maximal effect
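Pol iota at 10 nM preincubated 15 min with compounds at room temperature; reaction started with fluorescent substrate, 50 nM final. Fluorescence read kinetically at 0 and 10 min; buffer-only wells as negative control.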
POLH inh = qHTS for Inhibitors of Polymerase Eta. AID 588591, 2011. recombinant Pol eta, fluorescent DNA replication assay. 390,000 compounds, 1.2% hits. Potency, µM (highest dose often 114 µM), inactives show top-dose activity change, negative = inhibition, actives largely listed as inhibitors; further: potency means the concentration at half of the fitted maximal effect; on the % scale 0 is the no-effect control and ±100 the full control effect
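Fluorescent replication assay: 50 nM final substrate added after a 15 min room-temperature compound preincubation with 10 nM enzyme. Signal taken at 0 min and again at 10 min.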
LDHA inh = qHTS assay for inhibitors of human lactate dehydrogenase; purified LDHA, NADH/diaphorase-resazurin fluorescence; hits give low values; activity change, % (values are at about 110 or 230 µM); 480,000 compounds, 0.15% hits; AID 1347041, 2019; in the data active means activity change below about -30%; inconclusive means mostly about -25% to -30%;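 further: plate controls were DMSO wells for no effect and wells without enzyme for full effect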
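LDH5 2 nM; NADH 0.06 mM, pyruvate 0.2 mM; 200 mM Tris pH 7.4, EDTA, Tween-20; 5 min RT. Detection: diaphorase 0.133 mg/mL + resazurin 37 µM, fluorescence ex540/em590 at 0 and 20 min; normalized to enzyme-free and DMSO wells.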
Anesthetic bind = qHTS Assay for Identification of Novel General Anesthetics. Ferritin light chain (Equus caballus), P02791. 350,000 compounds, 0.074% hits. AID 485281, 2010. Potency, µM (top dose mostly 77.5 µM), without a hit: at the top dose activity change, negative = displacement, hits mostly inhibitors. apoferritin/1-aminoanthracene competitive binding, fluorescence; further: potency means the concentration at half of the fitted maximal effect; on the % scale 0 is the no-effect control and ±100 the full control effect; nearly all actives have a fitted effect of over 20% in size
Target sequence (P02791 2-175 limits assumed): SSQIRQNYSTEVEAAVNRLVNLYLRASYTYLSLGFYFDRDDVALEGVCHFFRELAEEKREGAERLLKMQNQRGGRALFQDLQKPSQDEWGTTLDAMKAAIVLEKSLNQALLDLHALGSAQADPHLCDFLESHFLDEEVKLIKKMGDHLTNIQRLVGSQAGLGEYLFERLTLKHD
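Probe: 1-aminoanthracene (50% saturated, PBS). Protein: horse-spleen apoferritin, 10 uM. Incubation: 10 min, room temperature. Detection: 380 nm excitation, 535 nm emission. Analysis: normalized response, four-parameter Hill.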
APE1 inh = qHTS Assay for Inhibitors of the Human Apurinic/apyrimidinic Endonuclease 1 (APE1) | DNA repair nuclease/redox regulator APEX1 (Homo sapiens), P27695 | recombinant APE1, TAMRA/BHQ-2 abasic DNA cleavage fluorescence | Potency, µM (highest dose often 65.8 µM), inactives show top-dose activity change, negative = inhibition, actives largely listed as inhibitors | 350,000 compounds, 0.35% hits;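 further: potency means the concentration at half of the fitted maximal effect; plate controls were vehicle for no effect and reference inhibitor for full effect; nearly all actives have a fitted effect of over 55% in size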
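APE1 at 0.75 nM final was preincubated with compound 15 min at room temperature, then 50 nM double-stranded THF abasic-site substrate (5'-TAMRA/3'-BHQ-2) was added. Fluorescence (ex 525/em 598 nm) was read kinetically; third-minus-first read gave activity.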
POLB inh = qHTS Assay for Inhibitors of DNA Polymerase Beta; 340,000 compounds, 1.3% hits; Potency, µM (top dose mostly 114 µM), inactives show top-dose activity change, negative = inhibition, hits mostly inhibitors; Pol beta primer extension/strand displacement, fluorescence kinetic; further: potency means the concentration at half of the fitted maximal effect; on the % scale 0 is the no-effect control and ±100 the full control effect
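Curves were derived by four-parameter Hill fits of normalized qHTS data. The kinetic fluorescent primer-extension read was taken at 0 and 10 min after 50 nM substrate, following a 15 min room-temperature preincubation of 10 nM enzyme with compounds.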
Glioma ERSR ind = qHTS for Inducers of the Endoplasmic Reticulum Stress Response (ERSR) in Human Glioma: qHTS; AID 602332, 2012; 420,000 compounds, 0.02% hits; Potency, µM, without a hit: at the highest dose activation, most hits filed as activators; U87-MG GRP78 promoter luciferase reporter, 16 h; further: potency means the concentration at half of the fitted maximal effect; series mostly up to about 76 µM; % of control where 0% means no effect; nearly all actives have a fitted effect of over 35% in size
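Stably transfected U87-MG human glioma cells carrying a GRP78-based luminescent sensor were seeded at 1000 cells/well, pin-dosed with compounds and incubated 16 h. Luciferase reagent was then added, and end-point luminescence was read after 10 min at room temperature.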
BLM inh = qHTS Assay for Inhibitors of Bloom's syndrome helicase (BLM). Potency, µM (doses to about 56.1 µM), for the others: top-dose activity change, negative = inhibition, most hits filed as inhibitors. RecQ-like DNA helicase BLM (Homo sapiens), P54132. 350,000 compounds, 0.2% hits. recombinant BLM DNA unwinding, fluorescence dequenching;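 further: potency means the concentration at half of the fitted maximal effect; plate controls were vehicle for no effect and no enzyme for full effect; nearly all actives have a fitted effect of over 35% in size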
POLK inh = qHTS for Inhibitors of Polymerase Kappa; DNA polymerase kappa (Homo sapiens), Q9UBT6; Potency, µM (top dose mostly 107 µM), for the others: top-dose activity, negative = inhibition, hits mostly inhibitors; purified Pol kappa, fluorescent DNA synthesis assay, 10 min; 400,000 compounds, 0.53% hits; further: potency means the concentration at half of the fitted maximal effect; on the % scale 0 is the no-effect control and ±100 the full control effect
Target sequence (Q9UBT6 whole entry, looked up): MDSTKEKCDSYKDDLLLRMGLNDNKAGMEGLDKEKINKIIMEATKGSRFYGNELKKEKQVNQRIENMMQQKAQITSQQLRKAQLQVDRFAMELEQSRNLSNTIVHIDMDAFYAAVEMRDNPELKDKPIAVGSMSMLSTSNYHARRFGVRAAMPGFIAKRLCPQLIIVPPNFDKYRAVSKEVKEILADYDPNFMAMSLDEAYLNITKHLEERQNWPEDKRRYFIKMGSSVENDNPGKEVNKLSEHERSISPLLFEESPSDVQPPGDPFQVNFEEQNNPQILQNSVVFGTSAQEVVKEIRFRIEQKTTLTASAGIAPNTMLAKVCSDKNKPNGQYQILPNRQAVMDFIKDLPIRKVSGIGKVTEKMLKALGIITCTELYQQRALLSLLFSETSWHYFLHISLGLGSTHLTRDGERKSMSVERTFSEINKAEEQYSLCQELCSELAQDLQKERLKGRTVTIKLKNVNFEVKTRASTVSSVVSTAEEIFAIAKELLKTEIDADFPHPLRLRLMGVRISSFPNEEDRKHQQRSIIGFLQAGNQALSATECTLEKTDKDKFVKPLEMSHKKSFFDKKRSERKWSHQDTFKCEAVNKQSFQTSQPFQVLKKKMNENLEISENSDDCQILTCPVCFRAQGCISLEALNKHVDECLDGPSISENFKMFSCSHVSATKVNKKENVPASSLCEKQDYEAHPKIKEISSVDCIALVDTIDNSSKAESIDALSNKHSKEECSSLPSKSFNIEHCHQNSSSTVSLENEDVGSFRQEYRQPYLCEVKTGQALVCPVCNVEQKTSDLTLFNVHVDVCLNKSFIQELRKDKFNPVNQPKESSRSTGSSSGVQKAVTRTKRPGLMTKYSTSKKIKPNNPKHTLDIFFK
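Activity was followed as the change in fluorescence between reads at 0 and 10 min after starting the reaction with 50 nM substrate. Beforehand, 10 nM polymerase had been preincubated with compound for 15 min at room temperature.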
Numbers without * were called inactive; u = inconclusive; x = not tested or not shown; & = joins results of further samples; [ ] = dose if it differs, or a comment. Unless noted, the call rests on the fitted dose curve; in most records, active means well fitted curve in the direction sought with a large enough effect; inconclusive means small, poorly fitted or top-dose-only effect, or another doubt; inactive means no such curve, though single readings can be large; an effect the other way counts as inactive or inconclusive. Only part of the results is shown. The share of hits here may be higher or lower than overall.

SMILES | POLI inh | POLH inh | LDHA inh | Anesthetic bind | APE1 inh | POLB inh | Glioma ERSR ind | BLM inh | POLK inh
CCOc1ccc2nc(N3CCC(C(=O)Nc4nnc(CC)s4)CC3)sc2c1 | -24% | -2% | -7 | 4% | -2% | 8% | 2% | -5% | -1%
COc1ccc(C(=O)N2CCN(C)C(=O)[C@@H]2C)cc1OC1CCN(C(C)=O)CC1 | 17% | -7% | -2 | -2% | -7% | -3% | -3% | 1% | 0%
COc1ccc(NC(=O)CCCC(=O)OCC(F)(F)C(F)F)cc1 | 5% | -16% | 1 | -22% | 0% | 27% | 1% | -4% | -8%
Cc1cc(C(=O)COC(=O)c2cc(O)c3ccccc3c2O)c(C)n1CC1CCCO1 (configuration not stated) | 53%[activator] | -26% | 24 | -10% | -8% | 45µM* | u | -18% | -17%
O=C1c2ccccc2-c2onc3ccc(NCCCn4ccnc4)c1c23 | u | 79µM* | 15 | -6% | 28µM* | 25µM* | -3% | 35µM* | 20µM*
O=C1N=C(N2CCOCC2)S/C1=C\c1ccncc1 | -6% | -7% | 2 | 10% | 9% | 12% | -4% | -2% | -2%
CN(C)CCNc1oc(/C=C/c2ccccc2)nc1C#N | -14% | -17% | -5&-1 | 211%[activator] | -4% | 9% | 3% | -2% | -8%
Cc1cc(C)c(S(=O)(=O)c2ccc(Cl)cc2)c(=O)[nH]1 | 134%[activator] | -11% | -2 | 1% | 27% | 36% | -4% | -5% | -9%
CC[C@]12c3[nH]c4cc(CCC(=O)N(C)C)ccc4c3CCN1C(=O)[C@@H](CC(=O)NCc1ccc(OC)c(OC)c1)C[C@@H]2C(=O)N1CCN(C(=O)C2CC2)CC1 | 10% | -10% | 1 | x | 0% | x | -3% | x | 14%
CC1Cc2ccccc2N1S(=O)(=O)c1nnc(NC(=O)c2ccccc2Br)s1 (configuration not stated) | 34%[activator] | u | 1 | 2% | x | -13% | 7% | -7% | 5%
CCOc1cc(C(=O)CSc2nnc(CNc3ccc(Cl)cc3)o2)ccc1NC(=O)CC | 1% | -2% | -5 | u | 0% | 10% | -14% | 8% | 1%
CCc1cc2c(=O)[nH]c(CC(N)=O)nc2s1 | 22% | -1% | -4 | -1% | 7% | -4% | -2% | -2% | -4%
CCOC(=O)c1cc(-c2ccc(OC)c(S(=O)(=O)Nc3ccc(OC)cc3OC)c2)on1 | u | -15% | -4 | -2% | x | -3% | -11% | -6% | -7%
CCOC(=O)N1CCN(Cc2nc3cc(NC(=O)CC)ccc3n2C(C)C)CC1 | 17% | -23% | 1 | -3% | x | -4% | -4% | 0% | 2%
COc1ncc2ncc(=O)n(CCC#N)c2n1 | x | x | x | x | 2% | x | -4% | -1% | -14%[60.1 µM]
COc1ccc(Cc2noc(CN(C)Cc3ccc(-n4cccn4)cc3)n2)cc1OC | 32%[activator] | -19% | 2 | -5% | -1% | 3% | 2% | -2% | -2%
CCN(c1ccc(NC(=O)CSc2ccc3c(c2)OCCO3)cc1)C(C)C | -1% | -10% | -2 | x | -22% | x | -1% | x | -12%
CSc1c(CC(=O)NCCCO)n(Cc2ccccc2)c2ccccc12 | -9% | 7% | -6 | 6% | 5% | 1% | -2% | -1% | 2%
Cc1nn(C(=O)CCCn2cc([N+](=O)[O-])cn2)c(C)c1Cl | 91%[activator] | -29% | -2 | u | -1% | -4% | -3% | -3% | -6%
Cc1ccc(C(C(=O)NC2CCCCC2)N(CC2CCCO2)C(=O)CNC(=O)c2cccs2)cc1 (configuration not stated) | -11% | 6% | -6 | -13% | -2% | 14% | -6% | -2% | -3%
CCc1cc2c(=O)c(-c3cscn3)coc2cc1OC | x | x | x | -7% | -2% | 3% | x | 1% | x
O=C(NC1CCCCCC1)c1cccnc1Sc1ccc(Cl)cc1 | 1% | -8% | -4 | -8% | -1% | 19% | 5% | -1% | -5%
Cc1ccc(C)c(NC(=O)CN(C)C(=O)c2ccccc2OCc2ccccc2Cl)c1 | 27% | -27% | 2 | x | 1% | x | -4% | x | -19%
Cc1ccc(C)c(NC(=S)N(CCN(C)C)C(C)c2ccccn2)c1 (configuration not stated) | 46%[activator] | -14% | 0 | -5% | -1% | 18% | -2% | 1% | -1%
CC1CCc2c(sc(NC(=O)C3c4ccccc4Oc4ccccc43)c2C(=O)OC(C)C)C1 (configuration not stated) | 4% | -3% | 0 | -8% | x | -1% | 0% | -1% | -22%
Additional records:
SMILES | POLI inh | POLH inh | LDHA inh | Anesthetic bind | APE1 inh | POLB inh | Glioma ERSR ind | BLM inh | POLK inh
COCCn1c(C)cc(C(=O)CSc2ncn[nH]2)c1C | 14% | -4% | 1 | -14% | -6% | 0% | -2% | -3% | -17%
CCCNC(=O)C(=O)Nc1ccc2c(c1)N(S(=O)(=O)c1cccs1)CCC2 | 16% | -20% | 1 | x | 15% | x | 0% | x | -7%
COc1cccc(NC(=O)CSc2nnc(CNC(=O)c3ccccc3)n2C)c1 | 29% | -4% | -4 | -8% | 7% | -3% | -1% | 3% | 2%
Cc1ccc(S(=O)(=O)N(C)C)cc1NC(=O)CN1C(=O)NC2(CCCc3ccccc32)C1=O (configuration not stated) | 40%[activator] | -16% | -6 | -15% | 3% | -16% | 0% | -1% | -19%
O=C(COCc1cc(-c2ccc3c(c2)OCO3)on1)N1CCN(c2ccccc2)CC1 | u | -7%&-11% | -2&-3 | -4%&0% | 30% | -1%&1% | 0%&-2% | -3%&-4% | 5%&-19%
O=C(CCN1C(=O)/C(=C/c2cccs2)SC1=S)Nc1cccc(C(=O)O)c1 | u | -6% | 0 | 5% | 73%[activator] | u | 8% | 2% | -42%
COc1ccc(-c2csc(-c3cc4ccccc4oc3=N)n2)cc1 | 209%[activator] | -8% | -3 | 0% | -3% | 4% | -4% | -1% | -16%
O=C(OCCN1CCCC1=O)c1cc(F)c(F)c(F)c1F | 151%[activator] | -14% | -11 | -5% | 1% | 18% | -7% | 3% | -13%
CCC(Sc1nc2ccccc2o1)C(=O)O (configuration not stated) | 23% | 6% | -3 | -5% | 1% | -23% | -5% | -1% | -3%
CCOc1ccc(NC(=O)COc2ccccc2C(=O)NCc2ccccc2)cc1 | 18% | 1% | -1 | x | 0% | x | 1% | x | -18%
CCOc1cc(/C=N/NC(=O)C(N)=O)cc(Br)c1O | 24% | -2% | 4 | -21% | -3% | u | -2% | -13% | -20%
Cc1ccccc1NC(=O)c1ccc(Cl)c(NC(=O)c2cccnc2)c1 | x | x | x | -6% | 2% | -9% | x | -3% | x
Cc1ccccc1N(C(=O)c1ccco1)C(C(=O)NC1CCCC1)c1cccnc1 (configuration not stated) | 33%[activator] | -7% | -9 | -3% | -8% | 65% | -3% | -4% | 3%
Cn1c(=O)c2c(-c3ccccc3)n3c4ccccc4nc(-c4ccccc4)c3c2n(C)c1=O | 20% | -13% | -4 | 39%[activator] | x | 2% | -1% | -2% | 3%
CN(C)c1ccc(/C=C/c2nccc3ccccc23)cc1 | 21% | x | 4 | x | x | x | -3% | x | -14%
CCOC(=O)c1cnc2cc(C(F)(F)F)ccc2c1N1CCN(c2cccc(Cl)c2)CC1 | 15% | -12% | 3 | 34%[activator] | x | 1% | -2% | -14% | 10%
O=C(CN(C(=O)CCC(=O)Nc1ccccn1)c1ccc(F)cc1)NCCc1ccccc1 | 112%[activator] | -21% | -5 | 0% | -8%[12.4 µM] | 27% | -4% | -1% | 3%
CC1(C)CC(=O)C(C(O)c2cccc([N+](=O)[O-])c2)C(C)(C)N1 (configuration not stated) | 20% | 5% | -2 | -10% | 48% | 24% | -4% | -2% | 0%
CCc1nnc(NC(=O)CN2C(=O)CCC2=O)s1 | -4% | u | -4 | -4% | -1% | 19% | -6% | -2% | -10%
O=C1/C(=C/Nc2ccc3c(c2)OCO3)CCc2ccccc21 | u | -19% | 33 | u | 2% | 2% | -13% | -15% | -4%
CCOc1ccc(S(=O)(=O)Nc2ccc(C(=O)NCC3(N4CCCCC4)CCCCC3)cc2)cc1 | 9% | -16% | -1 | x | 51%[activator] | x | 9% | x | 9%
O=C1CC(Cc2ccc(Br)cc2)C(=O)N1c1ccccc1 (configuration not stated) | -25% | 3% | -10 | 2% | 10% | 24% | -1% | -2% | -9%
COc1cc2c(C(=O)NCCCN3CCN(c4cccc(Cl)c4)CC3)cn(C)c(=O)c2cc1OC | -11% | -7% | -2 | -6% | 6% | 8% | -3% | 1% | 1%
COc1cccc(NC(=O)CN(C)C(=O)c2ccc3c(c2)S(=O)(=O)N=C2CCCCCN23)c1 | 12% | -19% | -2 | x | 40% | x | -3% | x | -3%
Cc1ccc(SCC(=O)NCCCc2ccccc2)cc1 | -14% | -7% | 0 | -22% | -4% | -2% | -3% | 0% | -14%
COc1ccc(S(=O)(=O)/N=C2/NC(=O)/C(=C/c3ccco3)S2)cc1 | u | 18µM* | 4 | -19% | u | 32µM* | -7% | 5% | -10%
O=c1c(-c2cccc(F)c2)nc2cncnc2n1Cc1ccccc1 | x | x | x | x | -3% | x | -1% | -1% | -5%[60.1 µM]

POLH inh: what is marked active above
mol | POLI inh | POLH inh | APE1 inh | BLM inh | POLK inh
O=C1c2ccccc2-c2onc3ccc(NCCCn4ccnc4)c1c23 | u | 79µM* | 28µM* | 35µM* | 20µM*
COc1ccc(S(=O)(=O)/N=C2/NC(=O)/C(=C/c3ccco3)S2)cc1 | u | 18µM* | u | 5% | -10%

Compound activity deposited in PubChem BioAssay by National Center for Advancing Translational Sciences (NCATS).
